# tim23-1 inh: tim23-1 yeast growth inhibition | S. cerevisiae tim23-1 growth, BacTiter-Glo luminescence, 24 h | inhibition, % at 20 µM | 1.3% of 330,000 active | AID 463212;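 active = growth inhibition of the mutant yeast at or above 50%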;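 note: temperature-sensitive mutant grown at 25 °C; plate controls were DMSO-treated mutant yeast for no effect and medium wells lacking yeast for full effect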
# Mdm2-MdmX inh: inhibitors of human Mdm2/MdmX interaction. SaOS-2 split-luciferase Mdm2/MdmX complementation, luminescence. inhibition, % at 8 µM. 3% of 330,000 active;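 active = inhibition of at least 50% at 8 µM in the primary screen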
# APJ antagonist: APJ receptor antagonism; P35414; CHO-K1 APJ beta-arrestin complementation, luminescence; inhibition, % at 20 µM; 0.32% of 330,000 active; AID 2521;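 active = inhibition above about 40% at 20 µM, limit read from the data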;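 note: cells challenged with 10 nM apelin-13 agonist together with compound; plate controls were apelin-13 plus DMSO wells for no effect and DMSO wells lacking apelin-13 for full effect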
# Target sequence (P35414 whole entry, looked up): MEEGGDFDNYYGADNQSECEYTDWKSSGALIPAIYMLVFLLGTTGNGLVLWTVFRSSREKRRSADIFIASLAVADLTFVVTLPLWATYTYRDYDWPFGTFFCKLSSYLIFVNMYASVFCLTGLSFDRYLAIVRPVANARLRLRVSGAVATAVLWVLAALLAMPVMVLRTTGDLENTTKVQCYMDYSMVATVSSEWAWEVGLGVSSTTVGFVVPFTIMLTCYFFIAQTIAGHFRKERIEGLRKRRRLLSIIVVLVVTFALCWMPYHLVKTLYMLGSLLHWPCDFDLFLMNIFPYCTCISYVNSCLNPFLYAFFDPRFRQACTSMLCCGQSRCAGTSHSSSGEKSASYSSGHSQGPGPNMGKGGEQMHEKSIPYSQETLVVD
# UPR CHOP act: activators of apoptotic arm of unfolded protein response (CHOP); 0.34% of 330,000 active; activation, % at 10 µM; CHO-CHOP luciferase reporter, UPR activation, luminescence; percent of tunicamycin response over DMSO baseline;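 active = at 10 µM dose, activation of 40% or more, normalized to positive control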;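 note: 100% = tunicamycin at 10 µg/mL and 0% = DMSO alone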
#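 Assay system: CHO-CHOP cells, stable luciferase reporter of PERK-eIF2a-CHOP signalling / Buffer or medium: F12 plus 10% serum / Compound dosing: one dose, 10 µM in 0.5% DMSO / Times: 6 h compound treatment, 37 °C / Technique: luciferase luminescence / Read-out: % reporter activation, DMSO baseline versus tunicamycin full activation / Benchmarks: tunicamycin and DMSO controls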
# 697 NFkB inh: lowers PMA/ionomycin-induced NF-kB signal in 697 B cells | 0.33% of 330,000 active | inhibition, % at 4 µM | 697 B-cell NF-kB luciferase reporter, 16 h; in the data active = inhibition above about 35%
# UPR XBP1 act: activators of adaptive arm of unfolded protein response (XBP1); 0.33% of 330,000 active; AID 463104; activation, % at 20 µM; CHO-XBP1 luciferase reporter, IRE1-XBP1 UPR activation, luminescence; percent of tunicamycin response, DMSO as zero;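 active = versus positive control, 20 µM dose yields 30% or more activation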;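 note: 100% = tunicamycin at 10 µg/mL and 0% = DMSO only wells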
#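 Assay system: CHO-XBP1 luciferase reporter cells; Schedule: 6 h treatment, 37 °C; Detection: glow luminescence from Steady-Glo reagent; Benchmarks: high control tunicamycin 10 µg/mL final, low control DMSO vehicle only.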
# APJ agonist: activates the human apelin receptor APJ; activation, % at 20 µM; P35414; AID 2520; CHO-K1 APJ PathHunter beta-arrestin, luminescence; 0% DMSO wells, 100% apelin; 0.11% of 330,000 active;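 active = activation more than six SD over the plate average, tested at 20 µM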;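 note: 0% = DMSO alone and 100% = apelin-13 at 10 nM; some results filed as inactive read as strong as hits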
#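 Assay system: CHO-K1 cells stably expressing ProLink-tagged human APJ and arrestin–beta-gal acceptor. Compound dosing: 20 µM single point, 1% DMSO. Times: 16-18 h seeding, 90 min dark compound exposure, 60 min detection. Detection: beta-gal luminescence. Evaluation: APJ–arrestin association signal. Controls: negative DMSO alone, positive Apelin-13 at 10 nM.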
# Jurkat NFkB inh: inhibitors of the PMA/ionomycin-induced NF-kB reporter in Jurkat cells; inhibition, % at 4 µM; 0.53% of 330,000 active; PMA/ionomycin-induced NF-kB luciferase reporter, luminescence; in the data active = inhibition above about 50%
# * hit, by the source's call.
SMILES,tim23-1 inh,Mdm2-MdmX inh,APJ antagonist,UPR CHOP act,697 NFkB inh,UPR XBP1 act,APJ agonist,Jurkat NFkB inh
Cc1ccccc1N(C(=O)CCC(=O)Nc1ccccn1)C(C(=O)NC(C)C)c1ccc(F)cc1 (stereo not drawn),20,3,5,2.9,17,-5,0,0
Cc1ccc2nc(SCC(=O)c3ccc4c(c3)NC(=O)CO4)[nH]c2c1,9,-32,19,0.0,-11,-1,1,-2
C/C(=N\S(=O)(=O)c1ccc(C)cc1)NC(=S)Nc1ccccc1,22,7,14,-0.4,7,4,-3,1
Cc1ccc(C)c(C(=O)CSc2n[nH]c(C(C)C)n2)c1,20,-4,1,0.9,4,2,-2,-4
CCc1ccc(OCC(=O)NC(NC(=S)Nc2ccccc2OC)C(Cl)(Cl)Cl)cc1 (stereo not drawn),-4,2,-28,0.1,-1,0,-1,-2
Cc1cc(C)nc(N/N=C/c2ccc([N+](=O)[O-])o2)n1,25,8,-28,3.1,26,-3,0,9
CCOc1ccc(N2CC(C(=O)Nc3cccc(S(=O)(=O)N4CCCC4)c3)CC2=O)cc1 (stereo not drawn),-9,16,6,0.2,-25,-1,3,-3
CCN(CC)C(=O)[C@H]1CC(CC(=O)NCCCN(C)C)C(=O)N2CCc3c([nH]c4ccccc34)[C@]12C (stereo partly drawn),9,-3,8,-0.3,-6,-1,-2,9
N#Cc1cnn2c(-c3ccc(Cl)cc3Cl)ccnc12,13,-2,7,-0.4,27,1,-3,11
COCCCn1c(C)nnc1SCC(=O)Nc1cccc(C)c1,14,3,14,2.0,17,-3,-2,16
CCCOc1c(OC)cccc1C1CC(=O)Nc2cc3c(cc21)OCO3 (stereo not drawn),27,55*,2,1.6,-19,-2,2,12
CCOC(=O)C1=C(C)OC(N)=C(C#N)C1c1cc(F)ccc1F (stereo not drawn),20,9,-21,-1.2,-10,-5,2,12
COc1ccc(N2C(=O)C(Cc3ccccc3)NC2=S)cc1 (stereo not drawn),17,19,9,-0.1,0,0,-4,-2
Cc1nc2ccccn2c1C(=O)N/N=C/c1ccccc1[N+](=O)[O-],26,-9,8,2.4,-12,3,2,8
O=C(COc1ncnc2sccc12)Nc1cccc(S(=O)(=O)N2CCCC2)c1,7,3,12,1.0,-11,-3,-4,-8
CCC(=O)N1CCc2cc(S(=O)(=O)N3CCN(C(=O)c4ccco4)CC3)ccc21,12,11,-15,0.3,17,0,-2,1
COc1cccc(NC(=O)N2CCN(c3nc(-c4cccc(OC)c4)cs3)CC2)c1,32,39,-15,2.3,-1,-1,-1,10
c1ccc(-c2cc(CSc3nc4ccccc4[nH]3)on2)cc1,43,9,4,1.7,-38,-2,9,14
O=C1CCc2cc(S(=O)(=O)NCCCC(=O)N3CCN(Cc4ccc5c(c4)OCO5)CC3)ccc2N1,-11,-2,6,0.6,15,-1,-2,6
COC(=O)c1cc(OC)c(OCc2cc(C(=O)OC)oc2C)c(OC)c1,3,-10,-5,-2.4,-15,-5,-1,-28
CCc1n[nH]c(=O)n1Cn1c(CC)n[nH]c1=O,2,-23,28,-2.1,-3,-3,2,-11
CCCCc1nc2cc(C(=O)NC3CCOC(C)(C)C3)ccc2o1 (stereo not drawn),0,0,2,1.1,-30,0,4,-1
CC1(C)CC(=O)C=C(NCc2cccc(C(F)(F)F)c2)C1,19,7,4,0.8,-43,1,-2,-33
O=C(N/N=C/c1cccc(OC(=O)c2cccc(Br)c2)c1)c1cccnc1,32,19,-1,3.5,14,-1,4,2
COc1ccc(CN(CC(=O)NCC2CCCO2)C(=O)CCC(=O)Nc2cc(C)on2)cc1 (stereo not drawn),0,4,1,0.8,9,-3,-5,-12
# Next results.
SMILES,tim23-1 inh,Mdm2-MdmX inh,APJ antagonist,UPR CHOP act,697 NFkB inh,UPR XBP1 act,APJ agonist,Jurkat NFkB inh
CNC(=O)CSc1nnc(-c2ccco2)n1-c1cc(C)ccc1C,-3,20,-8,1.7,12,0,-5,-8
O=c1cc(-c2ccccc2)nc(N2CCN(Cc3ccc4c(c3)OCO4)CC2)[nH]1,24,23,2,0.2,-12,-2,-2,-6
CCOC(=O)c1ccc(Cn2cnc3ccccc3c2=O)cc1,-1,6,7,1.5,-6,0,-2,-2
CSCCC(NC(=O)COc1ccccc1)C(=O)N(C)Cc1ccc(F)cc1 (stereo not drawn),14,14,2,0.7,14,0,-3,-5
COc1ccc(CN2C(=NC(=O)c3ccccc3)SC3CS(=O)(=O)CC32)cc1OC (stereo not drawn),19,-4,20,-0.3,21,1,-5,-9
COC(=O)/C=C/C(=O)N1CCN(c2cccc(Cl)c2)CC1,22,24,-1,3.2,32,-3,0,10
C/C(=N\NC(=O)c1c(Br)c(C)nn1C)c1cccc(NC(=O)c2ccccc2C)c1,2,17,10,5.1,-3,-2,-2,-11
Cc1cc(C)c(NC(=O)CN(C)C(=O)C2CC(=O)N(c3cccc4ccccc34)C2)c(C)c1 (stereo not drawn),0,-9,13,0.3,15,-1,-4,8
CCOc1cc(C(=S)N2CCN(C)CC2)ccc1OCC(=O)N1CCCC1,13,15,5,0.4,-9,-3,-6,8
O=C(NCCc1ccc(Cl)cc1)c1ncn[nH]1,14,21,-9,-0.8,5,-1,-4,-4
O=C(c1ccco1)N1N=C(c2ccc(Br)cc2)CC1c1ccco1 (stereo not drawn),18,8,1,2.8,24,4,-4,2
CCOC(=O)c1cn(CC(=O)Nc2ccc3c(c2)OCCO3)nn1,-13,3,3,0.9,13,-1,-4,12
COc1ccc(OC)c(-n2c(-c3cnccn3)n[nH]c2=S)c1,-8,23,11,-2.1,3,1,-2,1
COc1ccc(NC(=O)C(c2cc3c(cc2[N+](=O)[O-])OCO3)N(C)c2ccccc2)cc1 (stereo not drawn),7,12,-96,-0.1,8,0,3,-6
COc1ccc(C(=O)N2CCN(Cc3cc(OC)c(O)c(OC)c3)CC2)cc1OC,-11,-3,7,0.5,3,2,-4,-5
N/C(=N\OC(=O)CCCOc1ccccc1)c1ccccn1,5,12,10,0.4,-9,1,-1,-17
CC1=CC2=NC(=O)CC(C)(C(=O)N(CC(=O)NC3CCCC3)Cc3ccccc3)N2C=C1 (stereo not drawn),-4,6,10,1.8,16,-3,-2,10
Cc1ccc2cc(C#N)c(NCCNC(=S)NCCCN(C)C)nc2c1C,15,18,6,0.5,-5,-4,-3,-6
COc1ccc(CN(Cc2ccccn2)C(=O)CN2C(=O)C(C)Oc3ccccc32)cc1 (stereo not drawn),29,-10,2,-0.3,9,1,0,-7
Cc1noc(C)c1COc1ccccc1C(=O)N(C)CC(=O)Nc1ccc(F)cc1,-9,16,-61,-0.9,-1,-2,0,-2
O=C(CN(Cc1ccc(Cl)cc1)S(=O)(=O)c1ccccc1)NCC1CCCO1 (stereo not drawn),27,5,-5,-0.3,18,-2,4,20
COc1cc(C(=O)Nc2cccc(-n3cnnn3)c2)cc(Cl)c1OC,-8,18,4,-0.1,3,-3,0,-1
Cc1cc(OCC(=O)N(C(C)C)C(C)C)ccc1Cl,17,-13,2,1.7,5,-2,-2,2
CCOC(=O)C1=C(C)NC(=O)NC1c1ccc(OCC(=O)OC)c(OC)c1 (stereo not drawn),5,15,19,-2.8,12,-2,-3,12
COc1ccc(NC(=O)CCn2c(=S)[nH]c3ccccc3c2=O)cc1,-5,24,0,15,12,7,-3,-5

# 6 entries already listed, sorted by number of heavy atoms, descending.
SMILES,tim23-1 inh,Mdm2-MdmX inh,APJ antagonist,UPR CHOP act,697 NFkB inh,UPR XBP1 act,APJ agonist,Jurkat NFkB inh
CCc1ccc(OCC(=O)NC(NC(=S)Nc2ccccc2OC)C(Cl)(Cl)Cl)cc1 (stereo not drawn),-4,2,-28,0.1,-1,0,-1,-2
O=c1cc(-c2ccccc2)nc(N2CCN(Cc3ccc4c(c3)OCO4)CC2)[nH]1,24,23,2,0.2,-12,-2,-2,-6
COc1cc(C(=O)Nc2cccc(-n3cnnn3)c2)cc(Cl)c1OC,-8,18,4,-0.1,3,-3,0,-1
CCOC(=O)c1cn(CC(=O)Nc2ccc3c(c2)OCCO3)nn1,-13,3,3,0.9,13,-1,-4,12
COc1ccc(N2C(=O)C(Cc3ccccc3)NC2=S)cc1 (stereo not drawn),17,19,9,-0.1,0,0,-4,-2
CCc1n[nH]c(=O)n1Cn1c(CC)n[nH]c1=O,2,-23,28,-2.1,-3,-3,2,-11

# Later entries.
SMILES,tim23-1 inh,Mdm2-MdmX inh,APJ antagonist,UPR CHOP act,697 NFkB inh,UPR XBP1 act,APJ agonist,Jurkat NFkB inh
O=C(NCCN1CCCC1)C1CCN(S(=O)(=O)N2CCC3(CC2)OCCO3)CC1,-9,19,16,0.5,24,-7,-1,-4
Cc1ccc(NC(=O)Nc2sc(=S)n(C)c2C)cc1,3,-11,7,1.4,-2,2,-2,-5
CCOC(=O)c1sc(=S)n(-c2cccc(C(F)(F)F)c2)c1SC,4,4,-5,-2.7,-7,3,-1,0
COc1cccc(-c2c[nH]c(=O)[nH]c2=O)c1,4,26,-12,0.7,15,1,-2,2
CCOc1cccc(/C=N/N2C(C)CCCC2C)c1O (stereo not drawn),17,16,2,0.9,12,-4,-5,-11
O=C(Nc1cc(C(F)(F)F)ccc1Cl)c1cc(C2CC2)on1,2,-10,0,-1.2,15,-2,-5,12
CCOC(=O)CCNC(=O)N1CCC(CCC(=O)NCc2ccc(F)cc2)CC1,11,27,17,-1.4,15,-5,-2,-8
COc1ccc(Cl)cc1C(=O)NNC1CC(=O)N(Cc2ccc(Cl)cc2)C1=O (stereo not drawn),19,-23,-11,0.3,-24,2,-1,3
COc1ccc2cc(Br)ccc2c1CC(=O)NC(C)C,6,10,-34,-3.0,-28,-1,-5,-12
Cc1ccc(C)c(OCc2cc(C(=O)N3CCN(C(=O)c4ccco4)CC3)no2)c1,35,-29,-20,1.9,-103,-2,0,-71

# Entries of single compounds as entered above. Values in the order: tim23-1 inh | Mdm2-MdmX inh | APJ antagonist | UPR CHOP act | 697 NFkB inh | UPR XBP1 act | APJ agonist | Jurkat NFkB inh
# Cc1ccc(C)c(OCc2cc(C(=O)N3CCN(C(=O)c4ccco4)CC3)no2)c1 across the screens: 35 | -29 | -20 | 1.9 | -103 | -2 | 0 | -71
# COc1ccc2cc(Br)ccc2c1CC(=O)NC(C)C across the screens: 6 | 10 | -34 | -3.0 | -28 | -1 | -5 | -12
# O=C(NCCN1CCCC1)C1CCN(S(=O)(=O)N2CCC3(CC2)OCCO3)CC1 across the screens: -9 | 19 | 16 | 0.5 | 24 | -7 | -1 | -4
# COc1ccc(Cl)cc1C(=O)NNC1CC(=O)N(Cc2ccc(Cl)cc2)C1=O (stereo not drawn) across the screens: 19 | -23 | -11 | 0.3 | -24 | 2 | -1 | 3
# CCOc1cccc(/C=N/N2C(C)CCCC2C)c1O (stereo not drawn) across the screens: 17 | 16 | 2 | 0.9 | 12 | -4 | -5 | -11

# Screening data deposited in PubChem BioAssay by Sanford-Burnham Center for Chemical Genomics.
